OXTR agonist = agonists of human oxytocin receptor; P30559; CHO-OTR cells, Fluo-8 calcium fluorescence; normalized: DMSO 0%, oxytocin 100%; activation, % at 3 µM; actives 0.32% (n = 320,000); AID 2435;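 active = activation above the mean of all tested compounds plus 3 SD, cutoff set per screening run, cut at about 20% in these data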;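 note: peak over basal fluorescence ratio from a 100 s FLIPR kinetic read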
NALP1 yeast inh = blocks the NALP1 inflammasome reconstituted in yeast; S. cerevisiae NALP1/ASC/caspase-1 growth, X-gal OD620, 72 h; inhibition, % at 10 µM; actives 0.61% (n = 280,000); in the data active = inhibition mostly above about 24%, no sharp cut-off; inactive = mostly below about 32%; note: some compounds called inactive have numbers as strong as hits
GalR3 antagonist = blocks the human galanin receptor 3 | O60755 | HEK293 GalR3-CNG cAMP membrane potential fluorescence; galR3 body fused to GalR1 C-terminus | inhibition, % at 3 µM | actives 0.44% (n = 360,000) | AID 651719;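 active = inhibition above the screen-wide average plus 3 SD, cut at about 13% in these data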;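 note: forskolin and galanin both at EC90 stimulate the cells; cAMP rise reported by CNG channel membrane potential dye signal; 0% = forskolin plus galanin with DMSO and 100% = forskolin alone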
Target sequence (O60755 1-299 limits assumed): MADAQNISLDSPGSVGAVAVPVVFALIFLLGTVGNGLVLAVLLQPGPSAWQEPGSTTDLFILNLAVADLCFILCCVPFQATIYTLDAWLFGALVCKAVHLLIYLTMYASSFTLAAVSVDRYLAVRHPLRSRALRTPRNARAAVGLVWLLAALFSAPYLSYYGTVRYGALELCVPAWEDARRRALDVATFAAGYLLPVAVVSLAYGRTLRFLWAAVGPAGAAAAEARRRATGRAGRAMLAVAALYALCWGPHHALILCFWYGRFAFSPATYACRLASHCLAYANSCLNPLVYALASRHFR
PfM18AAP inh = PfM18AAP enzyme inhibition | actives 1.2% (n = 290,000) | recombinant PfM18AAP, H-Glu-NHMec fluorogenic cleavage | inhibition, % at 7.35 µM;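 active = inhibition above the campaign mean inhibition over all tested compounds plus 3 SD, cut at about 28% in these data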;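 note: 0% = plate median of test compound wells and 100% = 2 mM ZnCl2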
GPR7 antagonist = blocks human GPR7 receptor signaling; P48145; actives 1.1% (n = 290,000); GPR7-expressing cells, fluorescence antagonist assay; inhibition, % at 4.4 µM; in the data active = inhibition above about 16%, passing the limit was not always enough;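 note: cells stimulated with the agonist NPW; 0% = agonist with vehicle and 100% = vehicle without agonist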
OXTR potentiator = human OXTR potentiation | P30559 | CHO-OTR cells, Fluo-8 calcium fluorescence, potentiator mode; 0% = oxytocin EC15, 100% = EC100 | activation, % at 3 µM | actives 0.061% (n = 320,000);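 active = activation above that plate's cutoff, the mean activation of tested compounds plus 3 SD, cut at about 6.6% in these data, passing the limit was not always enough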;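 note: 100% uses oxytocin at 75 nM as the full agonist control; some results filed as inactive read as strong as hits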
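Material: human OTR in CHO cells. Compound: 3.0 µM, one dose. Timing: compound 6 min at room temperature before oxytocin, 100 s read. Evaluation: % activation of max/min ratio relative to oxytocin controls. Replication: single well per compound, singlicate. Signal: Fluo-8 calcium dye fluorescence.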
MEKK2 WT-MEK5 = raises or lowers MEK5 binding to wildtype human MEKK2 PB1 domain; bead flow cytometry, Alexa488-MEK5 binding to MEKK2 WT; actives lie on both sides; binding response (% of control), % at 10 µM; actives 1.1% (n = 290,000); Q9Y2U5; in the data active = binding response below about 67% or above about 130%
MEKK2mut PB1 HTS = signal of MEK5 binding to mutant human MEKK2 PB1 domain; bead flow cytometry, Alexa488-MEK5 binding to MEKK2 mutant; percent response, % at 10 µM; actives 0.35% (n = 290,000); AID 1530; in the data active = percent response above about 24%, passing the limit was not always enough; note: inactives centre near 1; some results filed as inactive read as strong as hits
V1aR counter = counter-screen for oxytocin receptor agonists: human V1a receptor agonists; P37288; CHO-V1R cells, Fluo-8 calcium fluorescence, agonist mode; 0% DMSO, 100% 3 nM vasopressin; activation, % at 3 µM; actives 0.25% (n = 320,000);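 active = activation above the mean activation of all tested compounds plus 3 SD, per screening run, cut at about 20% in these data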;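 note: signal is peak over basal fluorescence ratio across a 100 second FLIPR read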
Target sequence (P37288 whole entry, looked up): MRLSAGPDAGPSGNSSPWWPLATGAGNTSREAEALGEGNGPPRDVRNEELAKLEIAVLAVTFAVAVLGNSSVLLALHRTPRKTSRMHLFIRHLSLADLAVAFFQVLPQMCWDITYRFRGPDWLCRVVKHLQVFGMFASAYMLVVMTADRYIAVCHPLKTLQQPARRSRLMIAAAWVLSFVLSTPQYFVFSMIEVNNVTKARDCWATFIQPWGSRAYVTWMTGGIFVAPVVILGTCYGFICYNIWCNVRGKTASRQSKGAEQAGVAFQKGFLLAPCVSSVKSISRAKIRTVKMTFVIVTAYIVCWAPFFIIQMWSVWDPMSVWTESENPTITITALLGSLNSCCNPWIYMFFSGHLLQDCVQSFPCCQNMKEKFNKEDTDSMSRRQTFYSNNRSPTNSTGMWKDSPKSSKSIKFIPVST
Numbers without * were called inactive; nt = not tested or not shown; & = joins results of further samples.

The opening 12 records as a preview:
SMILES,OXTR agonist,NALP1 yeast inh,GalR3 antagonist,PfM18AAP inh,GPR7 antagonist,OXTR potentiator,MEKK2 WT-MEK5,MEKK2mut PB1 HTS,V1aR counter
CCOC(=O)c1[nH]c2ccccc2c1NC(=O)c1ccc(Br)o1,-1.7,0,-9,3,1,-3,101,5,-1.5
Cc1nccn1CCN(C)Cc1cn(Cc2ccccc2)nc1-c1ccc2c(c1)OCO2,1.4,4,-2,0,2,2,102,-1,2.1
Cc1cc(NC(=NC2CC2)c2ccccc2)n(-c2ccccc2)n1,-1.1,16,0,-4,0,-9,87,-16,-0.3
O=C(C[n+]1cccc(NC(=O)c2ccccc2)c1)c1ccc(NC(=O)c2ccccc2)cc1,-0.9,-6,-4,6,-3,-10,nt,nt,-1.1
NNS(=O)(=O)c1ccc(Sc2ccccn2)c([N+](=O)[O-])c1,0.8,8,-2,14,-12,-6,100,2,-0.1
CSc1ccccc1NC(=O)COC(=O)Cc1ccsc1,-1.4,nt,1,nt,nt,1,nt,nt,-0.1
Nc1nc2ccc(C(=O)Nc3ccccc3)cc2s1,2.9,12,-4,1,-5,-6,103,2,0.4
O=C(/C=C/c1ccccc1)NC(=S)Nc1ncccn1,-0.8,7,-8,-1,-6,1,108,8,1.2
COc1ccc(N(CC(=O)NCc2ccco2)C(=O)CCC(=O)Nc2ccccn2)cc1,nt,7,-7,2,-1,nt,95,-4,nt
CC(=O)Oc1cc2c(C(=O)NCCN3CCOCC3)c(C)oc2c2ccccc12,-0.6,4,-3,5,0,-10,99,-3,-0.2
COc1ccc(-c2[nH]c(-c3ccc(Cl)cc3)nc2SCC(=O)Nc2nccs2)cc1,1.4,21,nt,-4,-10,-9,104,11,5.1
COc1cc(C(=O)O)ccc1OC(C)=O,-0.2,10,-2,-4,-8,-2,93,-8,-0.7

Results (from the top)
SMILES,OXTR agonist,NALP1 yeast inh,GalR3 antagonist,PfM18AAP inh,GPR7 antagonist,OXTR potentiator,MEKK2 WT-MEK5,MEKK2mut PB1 HTS,V1aR counter
CCOC(=O)c1[nH]c2ccccc2c1NC(=O)c1ccc(Br)o1,-1.7,0,-9,3,1,-3,101,5,-1.5
Cc1nccn1CCN(C)Cc1cn(Cc2ccccc2)nc1-c1ccc2c(c1)OCO2,1.4,4,-2,0,2,2,102,-1,2.1
Cc1cc(NC(=NC2CC2)c2ccccc2)n(-c2ccccc2)n1,-1.1,16,0,-4,0,-9,87,-16,-0.3
O=C(C[n+]1cccc(NC(=O)c2ccccc2)c1)c1ccc(NC(=O)c2ccccc2)cc1,-0.9,-6,-4,6,-3,-10,nt,nt,-1.1
NNS(=O)(=O)c1ccc(Sc2ccccn2)c([N+](=O)[O-])c1,0.8,8,-2,14,-12,-6,100,2,-0.1
CSc1ccccc1NC(=O)COC(=O)Cc1ccsc1,-1.4,nt,1,nt,nt,1,nt,nt,-0.1
Nc1nc2ccc(C(=O)Nc3ccccc3)cc2s1,2.9,12,-4,1,-5,-6,103,2,0.4
O=C(/C=C/c1ccccc1)NC(=S)Nc1ncccn1,-0.8,7,-8,-1,-6,1,108,8,1.2
COc1ccc(N(CC(=O)NCc2ccco2)C(=O)CCC(=O)Nc2ccccn2)cc1,nt,7,-7,2,-1,nt,95,-4,nt
CC(=O)Oc1cc2c(C(=O)NCCN3CCOCC3)c(C)oc2c2ccccc12,-0.6,4,-3,5,0,-10,99,-3,-0.2
COc1ccc(-c2[nH]c(-c3ccc(Cl)cc3)nc2SCC(=O)Nc2nccs2)cc1,1.4,21,nt,-4,-10,-9,104,11,5.1
COc1cc(C(=O)O)ccc1OC(C)=O,-0.2,10,-2,-4,-8,-2,93,-8,-0.7
C/C(=N/NC(=O)c1ccc(Br)o1)c1cccs1,nt,-4,-3,0,-1,nt,100,0,nt
CCOc1ccc(N(CC(=O)NC2CCCC2)S(=O)(=O)c2c(C)noc2C)cc1,-1.9,-5,nt,4,-8,-4,105,3,-1.6
CC(C)N=C(NS(=O)(=O)c1ccc(Br)cc1)c1ccc(Cl)cc1,-2.1,15,-2,-9,2,-12,92,-11,-0.1
C=CCN1C(=O)/C(=N/n2cnnc2)c2ccccc21,0.0,1,-5,0,5,-6,102,-1,-1.2
CN(C)c1ccc(NC(=O)CCN2C(=O)c3cccc([N+](=O)[O-])c3C2=O)cc1,-0.4,7,6,13,-6,-6,94,-8,-0.6
O=C(COC(=O)CNC(=O)c1ccc([N+](=O)[O-])o1)Nc1ncc(C(F)(F)F)cc1Cl,-0.9,nt,-1,nt,nt,-8,nt,nt,0.1
Cn1c(=O)c([N+](=O)[O-])c(Oc2ccccc2)c2ccccc21,nt,-3,6,24,101*,nt,89,-12,nt
CCc1ccccc1NC(=O)CNC(=O)c1n[nH]c(=O)c2ccccc12,1.2,nt,-3,nt,nt,4,nt,nt,0.7
COc1ccc(-c2sc3ccccc3c2-c2ccc(O)cc2)cc1,0.8,nt,-3,nt,nt,-7,nt,nt,0.8
COc1ccc(Nc2nnc(C)c(=O)[nH]2)cc1,0.3,-1,-6,5,-10,-3,90,-5,-0.3
COc1cccc(C2CC(=O)Nc3c2c(=O)n(C)c(=O)n3C)c1OC (configuration not stated),-0.6,nt,1,-14,-5,-1,106,12,0.6
CN(C)S(=O)(=O)Oc1ccsc1C(=O)Nc1cccc(Cl)c1Cl,-0.1,-4,-2,3,-1,-7,105,2,1.1
CCOc1ccc(NC(=O)CCNS(=O)(=O)c2ccc3c(c2)c(=O)n(C)c(=O)n3C)cc1,-0.1,9,nt,-2,13,1,99,1,1.1
Nc1nnc(SCCOc2ccc(Br)cc2)s1,2.3,9,-1,-3,-5,-13,97,-2,3.9
CCCCN1C(=O)C(O)=C(C(C)=O)C1c1ccccc1 (configuration not stated),-0.6,-5,nt,5,5,-10,98,-2,-0.6
Cn1nc(C(C)(C)C)c(NC(=O)c2ccc(F)cc2)c1C(C)(C)C,-1.9,29,-1,-18,3,-3,98,4,0.1
COC(=O)c1cccc2c1-c1ccccc1/C2=N\NC(N)=O,-0.6,22,-10,0,-27,-4,102,2,1.5
C/C(=N\NC(=O)c1csc2ccccc12)c1ccc(O)cc1,-0.8,-2,-1,-7,-5,-10,99,-4,1.5
CC(C)CCn1c(N2CCc3ccccc3C2)nc2c1c(=O)[nH]c(=O)n2C,-0.6,14,15*,-7,-10,-1,97,-4,-1.1
O=C(O)/C=C/C(=O)Nc1ccc(-c2ccccc2)cc1,0.5,9&0,-3,2&4,-1&2,4,95&104,-31&0,1.8
COc1cccc(/C=N/NC(=O)c2ccc(-c3ccccc3)cc2)c1O,0.6,7,3,15,3,-4,101,15,-0.9
CC12CCC(C(=O)Nc3nc4ccc(Br)cc4s3)(OC1=O)C2(C)C (configuration not stated),-1.8,-7,-6,-6,-14,2,100,6,0.1
O=C(COC(=O)c1ccc2c(c1)OCO2)Nc1ccccc1F,0.8,nt,-6,nt,nt,-2,nt,nt,0.1
O=C(OCc1ccccc1)N1CCc2ccccc21,-1.6,18,2,-3,-20,-17,107,3,-0.5
Cc1c(NC(=O)/C=C/C(=O)O)cccc1[N+](=O)[O-],1.1,6,-7,-5,-5,-1,98,3,1.1
O=C(Nc1nccs1)C1CCN(S(=O)(=O)c2cccs2)CC1,1.2,-2,-3,-1,12,-20,nt,nt,7.5
Cc1ccccc1NC(=O)Cn1cccc1,0.4,11,-5,-2,0,-4,100,-1,0.4
Cn1c(=O)c2[nH]c(N/N=C(/C#N)C(N)=O)nc2n(C)c1=O,0.6,13,nt,3,-2,6,104,10,0.1
N=c1sccn1CC(=O)Nc1cccc2ccccc12,-0.2,6,5,-1,-9,-6,115,6,0.7
COc1ccc(CNC(=O)N[C@H](C(=O)O)C(C)C)cc1OC,0.3,nt,-4,-10,1,-3,95,-2,-0.1
C#CCOCCOCCOCCNc1nc(N2CCN(C(=O)[C@H](C(C)C)n3cc(CCO)nn3)CC2)nc(N2CCN(C(=O)[C@H](CCCCN)n3cc(CCCC)nn3)CC2)n1,-1.2,4,-3,-4,16,-7,104,5,-0.4
CCc1ccc(NC(=O)c2ccccc2SC)cc1,-1.3,5,9,-12,-5,0,77,-6,-0.8
CC1=C(C(=O)N2CCc3ccccc32)C2(CCC(C)CC2)OC1=O (configuration not stated),-1.6,-1,-3,-7,-5,-2,101,4,-1.7
Cc1ccc(C(=O)NCC(=O)NCC(=O)OCc2ccc(F)cc2)cc1,-0.8,24,-1,-6,-16,-7,101,1,0.0
N#CCSc1nnc(COc2cccc3ccccc23)n1-c1cccc(Cl)c1,0.1,1,-6,-1,-8,-11,97,-3,-0.2
O=C(O)Cc1ccc2c(c1)N(S(=O)(=O)c1cccs1)CC(C(=O)O)O2 (configuration not stated),-0.4,5,1,10,-8,-9,100,5,0.6
CCN(CC)S(=O)(=O)c1ccc(-c2nnc(SCc3nnc(-c4ccc(C)cc4)o3)o2)cc1,0.9,-1,-2,4,-5,-5,84,-8,0.8
Cc1cc2c(ncn2C)c(NS(=O)(=O)c2ccc(F)cc2)c1C,-1.4,-6,-6,3,3,-1,97,-10,-0.9

(list continues)
SMILES,OXTR agonist,NALP1 yeast inh,GalR3 antagonist,PfM18AAP inh,GPR7 antagonist,OXTR potentiator,MEKK2 WT-MEK5,MEKK2mut PB1 HTS,V1aR counter
Cc1nn(Cc2c(F)c(F)c(F)c(F)c2F)c(C)c1NC(=O)c1ccnn1C,1.1,4,-4,-13,-4,0,105,8,3.9
O=C(c1ccc(OC2CCN(CCc3ccccc3)CC2)cc1)N1CCC[C@H]1CO,nt,30,-3,-7,-9,nt,100,1,nt
CCCCOc1ccc(/C=C/C(=O)NCCc2nc3ccccc3[nH]2)cc1,-0.8,3,0,-17,0,-2,111,7,0.8
O=[N+]([O-])/C(C(Cl)=C(Cl)Cl)=C(\Sc1ccccc1)N1CCCCC1,-0.5,10,-2,4,-6,-6,86,-9,-0.6
CC(C)CC(=O)Nc1cc2c3c(c1)C(C)C(=O)N3CCC2 (configuration not stated),0.0,18,-7,1,-1,-4,100,1,0.0
Cc1ccc(C)c(NC(=O)C2=CCN(S(=O)(=O)c3ccc(F)cc3)CC2)c1,1.3,29,-2,6,-21,-4,75,-8,0.0
CN(Cc1nc(-c2ccccc2)no1)C(=O)c1ccc2c(c1)OCO2,0.5,nt,-5,nt,nt,-7,nt,nt,2.7
COC(=O)N/N=C/C1=CCC2CC1C2(C)C (configuration not stated),-0.3,-15,-1,9,-20,-7,101,1,0.4
COCCn1c(SCC(=O)NCCCN2CCCC2=O)nc2ccccc2c1=O,-0.2,nt,-5,nt,nt,1,nt,nt,2.3

Screening results deposited in PubChem BioAssay by several laboratories.

Outcome played no part in choosing rows (roughly 4.1% active in at least one column).
